ERK EGF block = inhibitors of EGF-stimulated ERK signaling pathway; hit rate 0.41% among 130,000; HEK293-V1b, EGF-stimulated phospho-ERK AlphaScreen; Potency, µM (highest dose often 11.5 µM), for inactives: at the top dose activity change, negative = inhibition, actives largely listed as inhibitors; AID 1454; active means well fitted inhibition curve with a large enough effect; inconclusive means small, poorly fitted or top-dose-only effect, or effect the other way;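 further: plate controls were stimulated vehicle wells for no effect and unstimulated vehicle basal for full effect; nearly all actives have a fitted effect of over 55% in size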
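Stably V1b-transfected HEK293 cells; 30 min compound, then EGF 25 nM final for 5 min at 37C; 10 min lysis; phospho-ERK by AlphaScreen after 5 hr beads at room temperature.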
Starred values were filed as active, the others as inactive; ? = inconclusive; [ ] = dose if it differs, or a comment. Potency means the concentration at half of the fitted maximal effect. This is a subset; the hit share may differ from the screen's.

SMILES	ERK EGF block
Nn1nnc2ccccc21	0.0%
Cc1ccc(C)c(NC(=O)COC(=O)CCc2ccc(S(=O)(=O)N3CCOCC3)cc2)c1	?
O=S1(=O)N=C(Nc2ccc(N3CCOCC3)c(Cl)c2)c2ccccc21	4.5%
CCCCc1ccc(NC(=O)COc2ccc(C(=O)Nc3ccccc3OC)cc2)cc1	8.1%
O=C(CCCCCNC(=O)c1ccccc1)C[N+](=O)[O-]	-4.1%
O=C(OC(C(=O)NCc1ccco1)C(OC(=O)c1ccccc1)C(=O)NCc1ccco1)c1ccccc1 (configuration not stated)	6.3%
CCN(C(=O)c1cnc(OC)cc1C(F)(F)F)c1ccc(Cl)cc1	2.0%[57.5 µM]
N/C(=N\OC(=O)Cc1ccccc1[N+](=O)[O-])c1ccncc1	-3.2%
Cc1cc(C)nc(N/C(=N\S(=O)(=O)Cc2ccccc2)Nc2ccc(F)c(Cl)c2)n1	-6.0%
Cc1ccccc1NC(=O)N1CCc2ccccc2C1	2.3%
CC(C)(C)c1ccc(S(=O)(=O)Nc2ccccn2)cc1	0.2%
NC(=O)COC(=O)/C=C/c1ccccc1[N+](=O)[O-]	2.3%
COc1cc(OC)c(CN2CCC(CO)(CCOc3ccccc3)CC2)c(OC)c1	14.1%
COc1ccc(-c2cc(C(F)(F)F)nc(SCC(=O)NCCCN3CCOCC3)n2)cc1	-11.1%
COc1cccc(C2CCCN2Cc2nc(CC3CC3)no2)c1 (configuration not stated)	1.1%
CSc1nc(N(C)C)c2ccccc2n1	10.0%
CSc1nnc(-c2cccn(Cc3ccccc3)c2=O)o1	-0.4%
COC(=O)c1c(C(=O)OC)c(-c2cccc(C)c2)n2c1CS(=O)C2 (configuration not stated)	6.0%
COc1ccc(C(NC(=O)/C=C/c2ccco2)c2ccc(OC)c(OC)c2)cc1 (configuration not stated)	2.4%
O=C(NCc1cccnc1)c1nc(-c2ccc(C(F)(F)F)cc2)no1	-1.0%
NNC(=O)c1sc2nc(N3CCOCC3)c3c(c2c1N)CCCC3	?
O=[N+]([O-])c1ccc(NCCCN2CCOCC2)c([N+](=O)[O-])c1	2.0%
COc1cccc(C(=O)N/N=C(/CCC(=O)O)c2ccccc2)c1	-1.4%
Cc1cc(-c2nnc(CCC(=O)NC(C)c3ccc(F)cc3)o2)no1 (configuration not stated)	-7.9%
CCN(CC)CCNC(=O)Cn1ncc2ccccc2c1=O	12.3%[57.5 µM]
O=C(COC(=O)CCc1c[nH]c2ccccc12)NCc1ccc(Cl)cc1	4.4%
Nc1c(C(=O)OCC(=O)NCc2ccccc2)[nH]c(=O)[nH]c1=O	5.0%[57.5 µM]
O=C(c1ccc(S(=O)(=O)N2CCCCC2)cc1)N1CCN(CCN2C(=O)c3cccc4cccc(c34)C2=O)CC1	?
CC(=O)c1ccccc1NS(C)(=O)=O	2.4%
O=C(O)/C=C/c1cccc2c1OCCO2	5.1%[57.5 µM]
C#CCNC(=O)C1=C[C@@H](c2ccc(C(F)(F)F)cc2)[C@H](CCCO)[C@@H](OCC)O1	4.1%[57.5 µM]
O=C(COC(=O)c1ccccc1Nc1ccccc1)NCc1ccccc1Cl	1.1%
COC(=O)c1cc(OC)c(OC)cc1NC(=O)c1ccccc1C	-13.8%
COC(=O)C1(CC(C)C)C=C2C(=C(c3ccccc3)C(=O)C2C)CN1 (configuration not stated)	?
Cc1cc(C)n2cc(CSc3ccccn3)nc2n1	-0.7%
CCOC(=O)C1CCN(c2c(N(C)Cc3ccco3)c(=O)c2=O)CC1	5.6%
Cc1ccc2c(c1)C1OCCC1C1N2C(=O)C2C(C(=O)O)C3C=CC21O3 (configuration not stated)	-1.5%[57.5 µM]
CC1CN(S(=O)(=O)c2cccc3cnccc23)CCN1 (configuration not stated)	-4.0%
CCOC(=O)N1CCN(C(=O)C2CCN(C(=O)c3cc(OC)cc(OC)c3)CC2)CC1	-8.2%
CC1=C(C(=O)N(C)C)C(c2ccc(C)s2)NC(=S)N1 (configuration not stated)	6.9%
CCCCn1c(-c2cccnc2)n[nH]c1=S	12.1%
O=C(/C=C/c1ccc(O)c(O)c1)O[C@H](Cc1ccc(O)c(O)c1)C(=O)O	-5.1%[57.5 µM]
CCOC(=O)C1CCN(CC(=O)NC(=O)NC2CCCCC2)CC1	2.0%
CC1(C)CC(NNCCC#N)=CC(=[N+]2CCCC2)C1	2.1%[57.5 µM]
O=C(Cc1c[nH]c2ccccc12)NCc1ccco1	8.2%
CCOC(=O)c1cc(-c2ccc(OC)cc2)nn1-c1ccccc1C(=O)O	-5.0%[57.5 µM]
C/C(=N\NC(=O)c1c[nH]c2ccccc12)c1ccccn1	15.1%
CCOC(=O)c1cc(-c2csc(-c3ccc(C(F)(F)F)cc3)n2)on1	9.6%[57.5 µM]
CCN1CCN(C(=S)c2ccc(OC)cc2)CC1	4.1%[57.5 µM]
COc1ccc2c(c1)OC(c1ccccc1)(C(F)(F)F)NC2=O (configuration not stated)	-0.4%

16 compounds out of the list, arranged by number of heavy atoms, smallest number first.
SMILES	ERK EGF block
CC(=O)c1ccccc1NS(C)(=O)=O	2.4%
O=C(O)/C=C/c1cccc2c1OCCO2	5.1%[57.5 µM]
CCCCn1c(-c2cccnc2)n[nH]c1=S	12.1%
CCN1CCN(C(=S)c2ccc(OC)cc2)CC1	4.1%[57.5 µM]
O=C(Cc1c[nH]c2ccccc12)NCc1ccco1	8.2%
CC1CN(S(=O)(=O)c2cccc3cnccc23)CCN1 (configuration not stated)	-4.0%
C/C(=N\NC(=O)c1c[nH]c2ccccc12)c1ccccn1	15.1%
COc1ccc2c(c1)OC(c1ccccc1)(C(F)(F)F)NC2=O (configuration not stated)	-0.4%
CCOC(=O)C1CCN(CC(=O)NC(=O)NC2CCCCC2)CC1	2.0%
COC(=O)C1(CC(C)C)C=C2C(=C(c3ccccc3)C(=O)C2C)CN1 (configuration not stated)	?
O=C(/C=C/c1ccc(O)c(O)c1)O[C@H](Cc1ccc(O)c(O)c1)C(=O)O	-5.1%[57.5 µM]
CCOC(=O)c1cc(-c2ccc(OC)cc2)nn1-c1ccccc1C(=O)O	-5.0%[57.5 µM]
O=C(COC(=O)c1ccccc1Nc1ccccc1)NCc1ccccc1Cl	1.1%
C#CCNC(=O)C1=C[C@@H](c2ccc(C(F)(F)F)cc2)[C@H](CCCO)[C@@H](OCC)O1	4.1%[57.5 µM]
CCOC(=O)N1CCN(C(=O)C2CCN(C(=O)c3cc(OC)cc(OC)c3)CC2)CC1	-8.2%
O=C(c1ccc(S(=O)(=O)N2CCCCC2)cc1)N1CCN(CCN2C(=O)c3cccc4cccc(c34)C2=O)CC1	?

The listing continues.
SMILES	ERK EGF block
S=c1[nH]nc(-c2cc(-c3ccccc3)n[nH]2)n1/N=C/c1c(Cl)cccc1Cl	0.9%[57.5 µM]
COC(=O)CSc1nnc(CNC(=O)c2ccc(S(=O)(=O)N(C)C)cc2)n1C	-2.9%
C[C@H]1CC[C@H]2C(=O)N3[C@H](c4cccc(N5CCCC5=O)c4)[C@@H](C)CC[C@H]3C(=O)N2[C@@H]1c1cccc(N2CCCC2=O)c1	-3.8%
COc1ccc(C(=O)COC(=O)C2CCN(S(=O)(=O)c3cccc4cccnc34)CC2)cc1	9.9%
Nc1cc(Oc2cccnc2)cc([N+](=O)[O-])c1	2.7%
O=C(NNC(=O)c1cccc(Br)c1)Nc1ccc(Cl)cc1	-7.2%
O=C(NCCC(c1ccccc1)c1ccccc1)c1cnc2sccn2c1=O	2.8%
COc1ccc(/C=C/C(=O)N2CCC(C(N)=O)CC2)cc1S(=O)(=O)N1CCOCC1	-4.4%
CC(C)c1ccc(NC(=O)c2cc3c(=O)n(C)c4ccccc4c3n2C)cc1	-3.9%[57.5 µM]
CN(C)CCCN1C(=O)c2cccc3c(Br)ccc(c23)C1=O	5.6%
O=C(Nc1ccc(O)c(-c2nc3ccccc3o2)c1)C1(c2ccc(Cl)cc2)CCCC1	7.9%
O=C(Nc1cc([N+](=O)[O-])ccc1F)C1CC1	-7.2%
NCCNc1cc(N2CCCC2)ccc1[N+](=O)[O-]	-7.8%
CN(C)/C=C/c1c([N+](=O)[O-])c2ccc(O)cc2n1-c1ccccc1	-8.1%[57.5 µM]
COc1ccc(C(=O)Nc2cccc(C(=O)NCc3ccco3)c2)cc1	-11.2%
CC1CCCCN1Cc1c(O)ccc2c(=O)c(-c3nc4ccccc4s3)c(N)oc12 (configuration not stated)	?
Cc1nc(NC(=O)c2ccccc2)nc2cc3c(cc12)OCO3	3.9%
COc1ccc(/C=C/C(=O)NCC(=O)N/N=C(/CCC(=O)O)c2ccccc2)cc1	-0.1%[57.5 µM]
O=C(CCC(=O)N1CCN(c2ccc(O)cc2)CC1)c1cccs1	15.5%[57.5 µM]
COc1ccc([N+](=O)[O-])cc1NC(=O)CCN1CCN(c2ccccc2)CC1	1.4%
NNC(=O)C1CC1c1ccc(Cl)cc1 (configuration not stated)	-9.9%
O=C1c2ccccc2C(=O)N1OCc1c(F)cccc1Cl	-8.0%
CCCC1=NN(C(=O)Cc2ccc(OC)cc2)C(O)(C(F)(F)F)C1 (configuration not stated)	-18.4%
CCOc1ccc(/C=C2\SC(=S)N(Nc3ccccc3)C2=O)cc1OC	2.0%
CCOc1cc(/C=N/NC(=O)c2cccnc2)ccc1OCC(=O)N(C)C	-1.3%
O=C(NC1CCN(Cc2ccccc2)CC1)c1ccc(N2CC3CC(C2)c2cccc(=O)n2C3)c([N+](=O)[O-])c1 (configuration not stated)	0.9%
COc1ccc(Cl)cc1NC(=S)NCCC(c1ccccc1)c1ccccc1	-10.6%
CCC(C)C(=O)Nc1nccs1 (configuration not stated)	-0.3%
c1ccc(OCc2nnc3n2CCCCC3)cc1	-1.9%[57.5 µM]
Cc1ccc(NC(=O)c2ccc(N3CCOCC3)c([N+](=O)[O-])c2)cc1S(=O)(=O)N1CCOCC1	?
CCOC(=O)N1CCN(C(=O)Cn2cnc3ccccc3c2=O)CC1	-1.5%
CCNc1nc(-c2ccc(OC(F)F)cc2)c(C)s1	8.8%[57.5 µM]
CCOC(=O)C1=C(C)C2C3C(=O)N(c4cc(C)ccc4C)C(=O)C3C1(C)C1C(=O)N(c3cc(C)ccc3C)C(=O)C21 (configuration not stated)	-13.9%
COc1ccccc1/C=C/C=N/n1c(-c2ccc(Cl)cc2Cl)n[nH]c1=S	-6.9%[57.5 µM]
CCC(=O)Nc1ccc(NC(=O)c2ccccc2)nc1	-1.3%
O=C(NNc1cccc([N+](=O)[O-])c1)/C(=C\c1cccnc1)NC(=O)c1ccccc1	4.9%[57.5 µM]
O=C(NC(=S)Nc1ccc(S(=O)(=O)Nc2nccs2)cc1)c1cccc(F)c1	-1.3%
COc1ccccc1CCNC(=O)CSc1nnc2ccc(-c3cccnc3)nn12	40.2%
CCn1cc(C(=O)O)c(=O)c2cc(F)c(N3CCN(C(=S)NC(=O)c4ccccc4Cl)CC3)cc21	-2.8%[57.5 µM]
CN(C)S(=O)(=O)c1ccc(C(=O)Nc2nnc(-c3cccs3)o2)cc1	4.6%
O=C(COC(=O)COc1ccccc1[N+](=O)[O-])Nc1ccccc1Br	-0.6%
O=C1NC2(CCSC2)C(=O)N1CC(=O)N(Cc1ccccc1)C1CCS(=O)(=O)C1 (configuration not stated)	2.3%[57.5 µM]
COc1ccc(-c2[nH]ncc2CN2CCC(OCc3ccccc3)CC2)c(F)c1	-7.0%
COC(C[C@@H]1O[C@@H]1[C@H](O)COCc1ccccc1)OC	3.4%[57.5 µM]
CCCCC(=O)Nc1ccccc1C(C)C	14.7%
O=c1nc(N2CCOCC2)nc(N/N=C/c2ccc3c(c2)OCO3)[nH]1	8.3%[57.5 µM]
COC(=O)c1c(NC(=O)c2ccco2)sc(C(=O)N(C)C)c1C	1.2%
O=C(c1cnccn1)N1CCC[C@@]2(CCN(C(c3ccccc3)c3ccccc3)C2)C1	-2.4%
COc1ccc(C(=O)NNC(=S)NC(=O)/C=C/c2cccs2)cc1	4.1%
COc1ccccc1NC(=S)NCc1cccs1	10.3%

New compounds follow.
SMILES	ERK EGF block
COc1cc(/C=C2\SC(=S)N(C(Cc3ccccc3)C(=O)O)C2=O)ccc1O (configuration not stated)	?
Cn1c(=O)c(C(=O)CN2CCCCCC2)c(N)n(Cc2ccccc2)c1=O	-6.6%
O=C1CCCCC1Sc1nnc(Nc2ccccc2)s1 (configuration not stated)	11.8%
C/C(=N\NC(=O)c1c(Br)c(C)nn1C)c1cccc(NC(=O)c2ccccc2F)c1	16.3%
